Screens deposited in PubChem BioAssay by MTDP.
RNase H inhibition = RNase H inhibition, HIV 1 Gag Pol polyprotein, FRET biochemical assay, screening (AID 372) | HIV-1 RT RNase H, FRET RNA/DNA substrate fluorescence; higher % means a stronger effect | inhibition, % at 10 µM, or IC50 in µM where a hit was titrated | 100,000 compounds, 0.77% hits; in the data active = inhibition above about 50%
Starred values were filed as active, the others as inactive. A portion of the library. The share of hits here may be higher or lower than overall.

SMILES	RNase H inhibition
CCOc1ccc(C2CC(=O)NC(SCc3ccccc3)=C2C#N)cc1OC (stereo not given)	1%
NC(=O)c1nn2c(c1Br)NC(c1ccccc1)CC2C(F)(F)F (stereo not given)	7%
Cc1ccc(NC(=O)C(=O)N/N=C/c2cccc(Cl)c2)cc1C	0%
COC(=O)c1ccc(N2C(=O)CC(NCc3ccccc3)C2=O)cc1 (stereo not given)	1%
Cc1cc(=O)[nH]c(N2CCOCC2)n1	3%
O=C(Nc1ccc(N2CCOCC2)cc1)c1cc2ccccc2o1	10%
C/C(=N/NC(=O)C1C(=O)NCC1c1ccccc1)c1ccc2c(c1)CCCC2 (stereo not given)	20%
CCOC(=O)C1CCN(S(=O)(=O)c2cc(Cl)ccc2Cl)CC1	0%
Cn1cccc1CC(=O)N/N=C/c1ccncc1	5%
COC(=O)/C(=C\C(=O)c1ccc(Cl)cc1)Nc1ccc(C)cc1	23%
CCOc1ccc(C(=O)Nc2cc(C(F)(F)F)ccc2Cl)cc1[N+](=O)[O-]	6%
Clc1ccc(Nc2nc3nonc3nc2NC2C3CC4CC(C3)CC2C4)cc1 (stereo not given)	5%
COc1ccccc1/C=C/C(=O)NCC(=O)N/N=C/c1ccc(N(C)C)cc1	18%
O=C(NCc1cccs1)c1cnn2c1NC(c1ccc(Br)cc1)CC2C(F)(F)F (stereo not given)	30%
O=C(CCc1ccccc1)N/N=C/c1cccs1	15%

Gathered by group: those above with bromine (two)
SMILES	RNase H inhibition
NC(=O)c1nn2c(c1Br)NC(c1ccccc1)CC2C(F)(F)F (stereo not given)	7%
O=C(NCc1cccs1)c1cnn2c1NC(c1ccc(Br)cc1)CC2C(F)(F)F (stereo not given)	30%

(listing goes on)
SMILES	RNase H inhibition
COC(=O)C1=C(C)N(c2ccc(C)cc2)C(=O)/C1=C\c1ccc2c(c1)OCO2	23%
O=C(N/N=C/c1ccc([N+](=O)[O-])cc1)c1cc(C23CC4CC(CC(C4)C2)C3)[nH]n1	14%
COC(=O)c1ccccc1NC(=O)C(C)Oc1ccccc1 (stereo not given)	45%
Cc1ccc(/C=C2\C(=O)NC(=O)N(c3cccc(Br)c3)C2=O)cc1[N+](=O)[O-]	4%
COc1cc(/C=C2\SC(N)=NC2=O)cc(Cl)c1OCc1ccc(Cl)cc1Cl	21%
CCn1c2c(c3cc(F)ccc31)CCCC2=O	8%
Cc1ccc(C(=O)N2CCN(c3cccc(C)c3C)CC2)cc1C	12%
NS(=O)(=O)c1ccc(CNC(=O)Cc2ccccc2[N+](=O)[O-])cc1	5%
COc1ccccc1N1CCN(C(=O)c2ccccc2F)CC1	1%
Cc1ccc(C(=O)N2CCc3ccccc32)cc1[N+](=O)[O-]	5%
CC(=O)Nc1cccc(C(=O)Nc2ccccc2C(=O)O)c1	6%
O=c1oc(-c2cccs2)nc2cc([N+](=O)[O-])ccc12	7%
COc1ccc(-n2nc3ccc(NC(=O)c4ccc(OC)c([N+](=O)[O-])c4)cc3n2)cc1	3%
Cc1nn(-c2ccccc2)c2c1C1(C)CC(C)(O2)c2c(C)nn(-c3ccccc3)c2O1	12%
C=CCNC(=O)C(NC(=O)c1ccccc1)=C1CCCCC1	2%

Continued, overlapping the part above by 6 compounds.
SMILES	RNase H inhibition
Cc1ccc(C(=O)N2CCc3ccccc32)cc1[N+](=O)[O-]	5%
CC(=O)Nc1cccc(C(=O)Nc2ccccc2C(=O)O)c1	6%
O=c1oc(-c2cccs2)nc2cc([N+](=O)[O-])ccc12	7%
COc1ccc(-n2nc3ccc(NC(=O)c4ccc(OC)c([N+](=O)[O-])c4)cc3n2)cc1	3%
Cc1nn(-c2ccccc2)c2c1C1(C)CC(C)(O2)c2c(C)nn(-c3ccccc3)c2O1	12%
C=CCNC(=O)C(NC(=O)c1ccccc1)=C1CCCCC1	2%
CCN(CC)c1ccc(/C=C2\C(=O)NC(=S)N(c3ccc(Cl)cc3)C2=O)o1	4%
O=C(c1ccccc1F)N1CCN(Cc2ccco2)CC1	6%
O=C1NC2=Nc3ccccc3NC(c3ccccc3)=C2C(c2ccc(OC(F)F)cc2)N1 (stereo not given)	3%
CCc1ccccc1NC(=O)c1cncc(Br)c1	0%
O=C(Nc1ccc(-c2cn3ccccc3n2)cc1)c1ccccc1Cl	5%
CCOc1cc(/C=C2/C(=O)NC(=O)N(c3ccc(OC)cc3)C2=O)cc([N+](=O)[O-])c1O	1%
O=C(Nc1cccnc1)c1cccc(Cl)c1Cl	5%
Cc1cc(C)nc(/N=C(/N)Nc2ccc(-c3ccccc3)cc2)n1	10%
CC(/C=C/c1ccccc1)=N\NC(=O)c1cccc(Cl)c1	2%
COc1ccc(CNS(=O)(=O)c2ccc(Br)cc2)cc1	16%
O=C1NC(=Nc2ccccc2)S/C1=C/c1ccc(O)cc1	0%
CCOC(=O)C1=C(O)/C(=C/c2ccc(CC)cc2)SC1=Nc1ccc([N+](=O)[O-])cc1	6%
CC(=O)c1cccc(NC(=S)NC(=O)c2cccc([N+](=O)[O-])c2C)c1	5%
COc1ccc(CNC(=O)CCc2ccccc2)cc1	15%
Cc1[nH]c(=O)[nH]c(=O)c1/C=N/NC(=S)NCc1ccc(OC(C)C)cc1	0%
O=C(c1ccc(F)cc1)N(C1CCCCC1)C1CCCCC1	14%
CCOC(=O)C1=C(C)N=c2s/c(=C\c3sccc3C)c(=O)n2C1c1ccc(OC)c(OC)c1 (stereo not given)	5%
CCOc1cccc(/C=C2\N=C(c3ccccc3Br)OC2=O)c1	6%
COc1cc(C(=O)NC(NC(=S)Nc2ccccc2C)C(Cl)(Cl)Cl)cc(OC)c1OC (stereo not given)	0%
O=C(/C=C/c1cn(-c2ccccc2)nc1-c1ccccc1)c1ccccc1	12%
Clc1ccccc1-c1nc2ccccc2c2nc3ccccc3n12	13%
O=C(CCc1ccccc1)NC1C2CC3CC(C2)CC1C3 (stereo not given)	6%
Cn1c(=S)[nH]c2c(c1=O)C(C)(C)Cc1ccccc1-2	13%
O=[N+]([O-])c1cccc(S(=O)(=O)Nc2ccc(OCc3ccccc3)cc2)c1	11%
COc1ccc(C(=O)CSc2n[nH]c(-c3ccccc3)n2)cc1OC	14%
O=C1CC(Nc2ccc(Br)cc2)C(=O)N1c1cccc(Cl)c1 (stereo not given)	11%
COc1ccccc1OCCOC(=O)Nc1ccccc1	5%
COc1ccc2c(c1)C(C)CC(C)(C)N2C(=O)NC1CCCCC1 (stereo not given)	5%
O=C1C(Cl)=C(NC(=O)c2ccccc2)C(=O)C(Cl)=C1NC(=O)c1ccccc1	4µM*
O=C(c1cccc(Cl)c1)N1CCN(c2cccc(Cl)c2)CC1	11%

In the list so far, 5 have an NH in an aromatic ring:
SMILES	RNase H inhibition
Cc1cc(=O)[nH]c(N2CCOCC2)n1	3%
O=C(N/N=C/c1ccc([N+](=O)[O-])cc1)c1cc(C23CC4CC(CC(C4)C2)C3)[nH]n1	14%
Cc1[nH]c(=O)[nH]c(=O)c1/C=N/NC(=S)NCc1ccc(OC(C)C)cc1	0%
Cn1c(=S)[nH]c2c(c1=O)C(C)(C)Cc1ccccc1-2	13%
COc1ccc(C(=O)CSc2n[nH]c(-c3ccccc3)n2)cc1OC	14%

The main list resumes with the two entries that preceded the break.
SMILES	RNase H inhibition
O=C1C(Cl)=C(NC(=O)c2ccccc2)C(=O)C(Cl)=C1NC(=O)c1ccccc1	4µM*
O=C(c1cccc(Cl)c1)N1CCN(c2cccc(Cl)c2)CC1	11%
COc1ccc(C=Nc2ccc(-c3nc4ccc(C)cc4s3)cc2)c2ccccc12	22%
O=C1C(Cl)=C(N2CCCCC2)C(=O)C(Cl)=C1/C=C/N1CCCCC1	34%
Cc1cc(C)nc(NC(=O)CC(c2ccccc2)c2ccccc2)n1	11%
CC(=O)Nc1ccc(S(=O)(=O)N2CCCC2)cc1	7%
COc1cccc(-c2nc(-c3ccc(Br)cc3)no2)c1	8%
CC(C)(C)C1(C)OC(=O)C(=Cc2ccccc2OCc2ccccc2)C(=O)O1 (stereo not given)	0%
CCOC(=O)c1c[nH]c2c(Cl)cccc2c1=O	0%
Cc1ccc(OCC(=O)NNC(=O)COc2ccccc2)cc1	0%
COc1ccc(Br)cc1CN1CCN(Cc2ccc(OC)c(OC)c2OC)CC1	13%
COc1ccccc1-n1c(C=C2C(=O)N(Cc3ccccc3)c3ccccc32)nc2ccccc2c1=O	9%
CCC1(C)Cc2ccccc2-c2nc3n(c(=O)c21)CC(C(=O)O)S3 (stereo not given)	0%
COc1ccc(Cl)cc1NC(=O)COc1ccc(Cl)cc1Br	11%
Cc1ccc(C(=O)NC(=S)Nc2ccc(Cl)c(-c3nc4cc(C)c(C)cc4o3)c2)cc1	8%
O=C1CC(Sc2nc3ccccc3s2)C(=O)N1c1ccccc1I (stereo not given)	10%
COc1ccc(C)cc1NC(=O)C(=O)NNC(=O)c1ccc(C(C)(C)C)cc1	12%
CCOc1ccc(C2/C(=C(\O)c3ccccc3)C(=O)C(=O)N2CCCC(=O)O)cc1 (stereo not given)	1%
CCc1ccc(OCC(=O)Nc2ccc3ccccc3c2)cc1	0%
COc1ccc(C(=O)N2CCN(C(=O)c3ccc([N+](=O)[O-])cc3)CC2)cc1	5%
Nc1nonc1OCCN1CCN(c2ccc([N+](=O)[O-])c3cccnc23)CC1	21%
Cc1ccc(C2OC3(C(=O)c4ccccc4C3=O)C(c3cccc(F)c3)C23C(=O)c2ccccc2C3=O)cc1 (stereo not given)	2%
c1ccc(N2CCN(c3cc(-n4cccn4)ncn3)CC2)cc1	23%
COC(=O)CN(c1ccc(C)c(C)c1)S(C)(=O)=O	0%
CC1(C)CC(=O)C2=C(C1)N(c1ccc(Br)cc1)C(N)=C(C#N)C2c1ccc2c(c1)OCO2 (stereo not given)	3%
COc1ccc(OCCNc2cc(Cl)ccc2[N+](=O)[O-])cc1	5%
CCCOC(=O)C1=C(C)NC2=C(C(=O)CC(c3ccc(OC)cc3)C2)C1c1cc(Cl)c(O)c(OCC)c1 (stereo not given)	16%
O=C(CCN1C(=O)/C(=C/c2cccs2)SC1=S)Nc1cccc(F)c1	14%
Cc1[nH][nH]c(=O)c1N=Nc1ccc(S(N)(=O)=O)cc1	9%
N#C/C(=C\c1ccc(O)c([N+](=O)[O-])c1)c1nc2ccccc2[nH]1	12%
COc1ccc(CC(=O)ONC(=O)c2ccc(Cl)cc2)cc1OC	0%
CCOc1ccccc1NC(=O)c1c(NC(=O)c2ccccc2Cl)sc2c1CCC(C)C2 (stereo not given)	6%
Cc1cc(=O)oc2c(C=NC3CCCCC3)c(O)ccc12	9%
COc1cc(C)ccc1OCCCOc1cc(C)ccc1C(C)C	21%
O=C1/C(=C/c2cccc(O)c2)SC(=S)N1c1ccc(Cl)cc1	5%
O=C(CCC1CCCCC1)N1CCN(c2cccc(Cl)c2)CC1	15%
O=C(Nc1cc(Cl)ccc1Cl)[C@@H]1C[C@@H]1c1ccccc1	18%
Cc1cccc(NC(=O)c2cc([N+](=O)[O-])ccc2Cl)c1Cl	2%
Cc1ccc(C(O)(C(=O)Nc2ccccn2)c2ccc(C)cc2)cc1	3%
O=C(CN1CCN(Cc2ccc3c(c2)OCO3)CC1)c1ccc(F)cc1	10%
Cc1ccc(OCCOCCOc2ccc(Cl)cc2/C=C2\SC(N)=NC2=O)cc1	8%
COc1cc(C2SCC(=O)N2Cc2ccco2)cc([N+](=O)[O-])c1O (stereo not given)	0%
CCc1ccc(N2N=C(C)/C(=C/c3ccc(-c4ccc(OC)cc4[N+](=O)[O-])o3)C2=O)cc1	8%
O=C(Nc1ccc2nn(-c3ccccc3)nc2c1)c1cccc(I)c1	38%
CCOC(=O)C1=C(C)N=c2s/c(=C\c3cc(Br)c(OCc4ccccc4Cl)c(OC)c3)c(=O)n2C1c1ccc(C)cc1 (stereo not given)	11%
CCSCCOC(=O)C1=C(C)N(C)C(=O)NC1c1cc(Cl)c(O)c(OC)c1 (stereo not given)	6%
C=CCc1ccc(OCCOCCOc2cc(C)ccc2Cl)c(OC)c1	25%
COc1cc(-c2ccc(NCN3C(=O)c4ccccc4C3=O)c(OC)c2)ccc1NCN1C(=O)c2ccccc2C1=O	36%
CCOC(=O)C1=C(C)N=c2s/c(=C\c3ccc(-c4ccccc4C(=O)O)o3)c(=O)n2C1c1cc(OC)ccc1OC (stereo not given)	24%
Cc1cc(C)c(N2C(=O)NC(=O)/C(=C\c3ccc(C(=O)O)cc3)C2=O)c(C)c1	11%
CN(C)CCCNC(=O)/C=C/c1ccccc1Cl	48%
CCCCOc1ccc(C(=O)N2CCN(c3cccc(C)c3C)CC2)cc1	13%
COc1ccc(C2(C#N)CCOCC2)cc1OC	14%
COC(=O)c1ccc(OCC(O)Cn2c(C)nc3ccccc32)cc1 (stereo not given)	7%
COc1cc(/C=c2/sc3nc4cc(C)c(C)cc4n3c2=O)ccc1O	18%
O=C(Nc1ccccc1)Nc1cc(Cl)ccc1Cl	4%
CCOC(=O)c1c(-n2c(C)cc(/C=C3/SC(N)=NC3=O)c2C)sc2c1CCCC2	17%
CC1=C(C(=O)OCCc2ccccc2)C(c2cccc(Br)c2)NC(=O)N1 (stereo not given)	17%
COc1ccc2c(C=Nc3c(C)n(C)n(-c4ccccc4)c3=O)c(O)n(Cc3ccco3)c(=O)c2c1	5%
Cc1cc(C)c(C(=O)/C=C/c2ccc([N+](=O)[O-])cc2)c(=O)[nH]1	8%
Cc1nc(SCc2ccccc2)c(C#N)c(C)c1C	32%
CCCSc1nnc(-c2ccc(Cl)cc2Cl)o1	3%
COc1ccc(NC(=O)c2c(C)c(-c3ccc(C)cc3)nc3ccccc23)c(OC)c1	10%
O=C(N/N=C/c1cccc(Cl)c1Cl)c1ccc([N+](=O)[O-])cc1	6%
COc1ccc(/C=N/c2nc3ccccc3n2C)c2c(OC)cccc12	4%
